Assay outcomes: PubChem, several laboratories
Diaphorase act: diaphorase activation or chemical reduction counter-screen | 190,000 compounds, 0.005% hits | AID 1229 | activation factor at 20 µM | Diaphorase/resazurin coupled assay, resorufin fluorescence, 16 min; active compounds read high; 1 = vehicle wells, 0 = NADH-free wells;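 active means diaphorase activity raised at least twofold by the compound at 20 µM; inactive means activation factor below 2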
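Test system: Clostridium kluyveri diaphorase, purified enzyme. Buffer or medium: 50 mM HEPES pH 7.4 buffer plus MgCl2 and Tween 20. Also added: 0.114 mM NADH and 0.1 mM resazurin, final amounts. Dosing: compound 20 µM once, DMSO 1%. Schedule: 16 min enzyme reaction, ambient temperature. Detection: fluorescence of resorufin, 544 nm excitation, 590 nm emission.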
PMI act satM6P: activators of human phosphomannose isomerase at near-saturating mannose 6-phosphate; P34949; coupled PMI enzyme assay, resazurin fluorescence, 20 min; active compounds read high; 1 = untreated enzyme, 0 = substrate-free blank; activation factor at 20 µM; 190,000 compounds, 0.34% hits; AID 1216;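 active means activation factor of 2 or more at 20 µM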
Target sequence (P34949 whole entry, looked up): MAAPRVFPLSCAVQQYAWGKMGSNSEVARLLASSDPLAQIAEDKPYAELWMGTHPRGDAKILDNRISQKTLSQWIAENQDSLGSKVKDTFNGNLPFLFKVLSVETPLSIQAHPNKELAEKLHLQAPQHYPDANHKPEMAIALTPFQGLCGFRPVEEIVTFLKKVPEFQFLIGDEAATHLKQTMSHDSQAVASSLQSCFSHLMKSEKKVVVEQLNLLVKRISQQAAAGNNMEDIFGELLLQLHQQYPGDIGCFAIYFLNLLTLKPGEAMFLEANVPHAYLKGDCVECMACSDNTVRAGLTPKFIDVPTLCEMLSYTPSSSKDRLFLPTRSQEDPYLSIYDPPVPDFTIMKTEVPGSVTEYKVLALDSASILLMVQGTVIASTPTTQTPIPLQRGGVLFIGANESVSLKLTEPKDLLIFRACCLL
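Material: human phosphomannose isomerase with PGI, G6PDH, diaphorase coupling enzymes; amount: PMI at 15 ng/mL final; also added: Mannose-6-phosphate 1.0 mM (near-saturating) plus 0.22 mM NADP+; incubation: enzyme reaction with compound 20 min at room temperature; signal: resorufin fluorescence (Ex 544/Em 590 nm) from resazurin via diaphorase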
bIAP inh: blocks bovine intestinal alkaline phosphatase activity. AID 1019. inhibition, % at 20 µM. 190,000 tested, under 10 active. purified bovine IAP, CDP-star luminescence, 30 min;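 active means over 50% inhibition of intestinal alkaline phosphatase at 20 µM in the single-dose screen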
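Incubation: 30 min reaction at room temperature / Material: purified bovine intestinal alkaline phosphatase (IAP) enzyme / Input: enzyme at 1/65,000,000 dilution / Dosing: 20 µM single dose / Signal: CDP-star luminescence signal / Reagent: CDP-star chemiluminescent phosphatase substrate, 30 µM final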
TNAP inh hi DEA: inhibitors of human TNAP at high phosphate acceptor concentration. AID 1135. 200,000 compounds, 0.03% hits. inhibition, % at 20 µM. P05186. purified TNAP, CDP-star luminescence, 1 M DEA;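 active means over 50% inhibition of tissue-nonspecific alkaline phosphatase at 20 µM in the single-dose screen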;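 further: plate controls were DMSO wells for no effect and EDTA-quenched wells as full inhibition for full effect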
Target sequence (P05186 whole entry, looked up): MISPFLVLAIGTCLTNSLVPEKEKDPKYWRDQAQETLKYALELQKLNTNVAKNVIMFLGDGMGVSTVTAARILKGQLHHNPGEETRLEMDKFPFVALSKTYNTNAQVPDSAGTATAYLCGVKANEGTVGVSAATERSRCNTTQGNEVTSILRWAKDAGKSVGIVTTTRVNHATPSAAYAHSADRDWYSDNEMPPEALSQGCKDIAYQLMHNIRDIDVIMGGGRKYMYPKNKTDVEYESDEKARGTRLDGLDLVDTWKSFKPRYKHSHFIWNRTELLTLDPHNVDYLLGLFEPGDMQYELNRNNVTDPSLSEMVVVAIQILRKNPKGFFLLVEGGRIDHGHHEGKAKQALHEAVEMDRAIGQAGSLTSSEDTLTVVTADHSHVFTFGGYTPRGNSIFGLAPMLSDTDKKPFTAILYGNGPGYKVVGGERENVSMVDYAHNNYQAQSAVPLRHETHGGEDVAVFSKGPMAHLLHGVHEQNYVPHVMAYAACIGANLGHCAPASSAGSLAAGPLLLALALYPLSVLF
TNAP inh no acc: blocks human TNAP activity with no phosphate acceptor present; P05186; inhibition, % at 20 µM; purified TNAP, CDP-star luminescence, 30 min; 200,000 compounds, 0.26% hits; AID 1012;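 active means tissue-nonspecific alkaline phosphatase inhibition above about 50% at 20 µM in the single-dose screen, limit read from the data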;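 further: 0% = DMSO negative control and 100% = EDTA positive control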
PMI act: phosphomannose isomerase (human) activation; purified human PMI, coupled resazurin fluorescence, 20 min; active compounds read high; 1 = vehicle control, 0 substrate-free wells; activation factor at 20 µM; 190,000 compounds, 0.005% hits; AID 1214; P34949;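 active means activation factor of 2 or more at 20 µM, relative to plate controls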
Lmaj promast: reduces viability of Leishmania major promastigotes | AID 1063 | inhibition, % at 10 µM | 200,000 compounds, 9% hits | resazurin fluorescence viability; in the data active means inhibition above about 50%;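 further: promastigotes grown with compound for 44 hours at 28 °C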
Diaphorase inh: diaphorase inhibition or chemical oxidation counter-screen; diaphorase resazurin-to-resorufin fluorescence, NADH, 16 min; bacterial (C. kluyveri) enzyme, not human; inhibition, % at 20 µM; 190,000 compounds, 0.69% hits; AID 1217;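 active means primary screen inhibition at 20 µM above a set limit, cut at about 50% in these data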;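 further: plate controls were DMSO with full reaction for no effect and wells lacking NADH for full effect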
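controls = No-NADH positive control and DMSO neutral control | system = Clostridium kluyveri diaphorase enzyme | timing = reaction incubation of 16 min at room temperature | signal = resorufin fluorescence 544/590 nm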
TNAP act hi DEA: activators of human TNAP at high phosphate acceptor concentration | activation factor at 20 µM | AID 1136 | purified TNAP, CDP-star luminescence, 1 M DEA, 30 min; active compounds read high; 0 = EDTA background, 1 = DMSO-only activity | P05186 | 200,000 tested, under 10 active;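 active means activation factor at least 2 at 20 µM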
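system = human TNAP | amount = enzyme diluted 1/800 final | reagent = 100 µM CDP-star substrate | signal = luminescent substrate turnover signal | dosing = one dose, 20 µM | benchmarks = EDTA negative control, DMSO positive control | measure = activation factor | timing = 30 min reaction, room temperature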
bIAP activator: increases bovine intestinal alkaline phosphatase activity; purified bovine IAP, CDP-star luminescence, 30 min; active compounds read high; fold of DMSO-control signal, blank-subtracted; activation factor at 20 µM; 200,000 compounds, 0.17% hits; AID 1016;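 active means activation factor of 2 or more at 20 µM, a signal rise over negative controls twice the positive control's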
* hit, by the source's call.

The opening three entries, to show the layout:
Values run as follows: Diaphorase act	PMI act satM6P	bIAP inh	TNAP inh hi DEA	TNAP inh no acc	PMI act	Lmaj promast	Diaphorase inh	TNAP act hi DEA	bIAP activator
COc1ccc(CCNC(=O)c2ccc(CNS(=O)(=O)c3ccccc3)cc2)cc1OC
  1	1	-10	-6	-10	1	70*	5	1.1	1.1
Fc1ccccc1-n1cc(-c2ccccc2)[nH]c1=S
  0.9	1	13	-4	-12	1	-2	9	1	0.9
C=CCOc1c(CNc2ncn[nH]2)cccc1OCC
  1	1	-6	-2	-6	1.1	3	-3	1	1.1

The list itself (from the top)
Values run as follows: Diaphorase act	PMI act satM6P	bIAP inh	TNAP inh hi DEA	TNAP inh no acc	PMI act	Lmaj promast	Diaphorase inh	TNAP act hi DEA	bIAP activator
COc1ccc(CCNC(=O)c2ccc(CNS(=O)(=O)c3ccccc3)cc2)cc1OC
  1	1	-10	-6	-10	1	70*	5	1.1	1.1
Fc1ccccc1-n1cc(-c2ccccc2)[nH]c1=S
  0.9	1	13	-4	-12	1	-2	9	1	0.9
C=CCOc1c(CNc2ncn[nH]2)cccc1OCC
  1	1	-6	-2	-6	1.1	3	-3	1	1.1
CC1CCN(c2ccc(C(=O)O)cc2)CC1
  1	0.9	3	1	-8	0.9	-6	3	1	1
CC1(C)Cc2c(c(-c3ccco3)nc3sc4c(NCCN5CCOCC5)ncnc4c23)CO1
  0.8	1	5	5	8	0.9	11	18	0.9	0.9
COc1cc(C2NC(=S)NC(c3ccccc3)=C2C(C)=O)ccc1O (configuration not stated)
  0.8	0.8	10	-6	-10	0.9	3	15	1.1	0.9
CN(C)c1c([N+](=O)[O-])ncn1C
  1	1	7	-3	5	1	-6	-2	1	0.9
Cc1cccc(-n2ncc3c(NCCCO)ncnc32)c1
  0.8	0.9	6	-5	-13	0.9	8	17	1.1	0.9
CO/N=C\C(=N\Nc1ccc(OC)cc1)C(=O)c1ccccc1
  0.8	0.9	18	2	-7	0.9	10	20	1	0.8
CN(C)C(=O)C1(c2ccccc2)CCN(S(=O)(=O)c2ccccc2)CC1
  0.8	0.9	6	-4	-10	0.9	1	24	1	0.9
O=C(COC(=O)C1CCC(=O)N1)Nc1ccc(Cl)cc1Cl (configuration not stated)
  1	1	41	6	-7	1	-2	1	0.9	0.6
CCOC(=O)N1CCN(C(=O)c2ccc(CS(=O)(=O)c3ccc(OC)cc3)o2)CC1
  0.9	0.9	4	-1	-11	1	-6	11	1	1
Cc1cc(C(=O)NNC(=O)Nc2cccc(C(F)(F)F)c2)no1
  1	1	-3	-2	-66	1	-2	4	1	1
O=C(CSc1nc2ccccc2[nH]1)N1CCN(S(=O)(=O)c2ccc(Cl)cc2)CC1
  0.8	0.9	-11	-5	-7	0.8	64*	25	1.1	1.1
COc1cccc(N2CCN(C(=O)c3nc4nc(C)cc(C)n4n3)CC2)c1
  1	1	-25	-6	-18	1	-10	1	1.1	1.2
CN(Cc1nc(-c2cccs2)no1)CC1COCCO1 (configuration not stated)
  0.8	0.9	-5	-6	-9	1	-8	17	1.1	1
COc1ccc2c(Cl)c(-c3nnc(SCC(N)=O)n3C)sc2c1
  0.9	1	10	-1	-11	1	0	6	1	0.9
CCNC(=O)COC(=O)/C=C/c1ccccc1[N+](=O)[O-]
  1.1	1.2	8	-10	-5	1.1	8	-8	1.1	0.9
O=C(O)c1cccc(Cn2c(Cl)c(/C=N/Nc3ccccc3)sc2=O)c1
  0.8	2.5*	7	3	-6	1.6	-2	20	1	0.9
CSc1ccccc1NC(=O)CN(C)Cc1ccc(Br)cc1
  0.8	0.8	11	1	-12	0.8	-1	24	1	0.9
O=C(/C=C/c1ccccc1)NC1CC2CCC1C2 (configuration not stated)
  0.9	1.1	-7	-2	-4	1.1	53*	13	1	1.1
Cn1c(N)c(C(=O)COC(=O)c2ccc3c(c2)OCCO3)c(=O)n(C)c1=O
  0.9	1	-2	-3	-10	0.9	-5	13	1	1
COc1ccc(CC(=O)Nc2ccc3nc(C)sc3c2)cc1OC
  0.9	1	30	2	-5	0.9	8	7	1	0.7
COc1ccc(NC(=O)Nc2cccs2)cc1Cl
  0.9	0.8	9	-2	-13	0.9	10	12	1	0.9
CC(C)(C)c1nn(-c2ccccc2)c2[nH]c(=O)c(CNc3ccc4c(c3)OCCO4)cc12
  0.8	0.9	6	-7	-6	0.9	-8	23	1.1	0.9
Cc1ccn(-c2cc(O)c(-n3ccc(C)n3)cc2O)n1
  0.9	0.9	2	-4	-16	1.1	-6	9	1	1
CC(Oc1ccccc1F)C(=O)/C=C/N(C)C (configuration not stated)
  0.9	1.1	4	-7	-12	1	-2	13	1.1	1
CCC(=O)Oc1ccc(C(=O)Nc2ccc3c(c2)C(=O)N(C2CCCCC2)C3=O)cc1
  0.9	1.1	13	-6	-24	1.1	1	10	1.1	0.9
COc1ccc(CC(=O)Nc2ccc(C(=O)Nc3nccs3)cc2)cc1OC
  0.9	0.9	0	-2	-6	0.9	11	9	1	1
O=S(=O)(O)c1nc2ccccc2n1Cc1ccc(Cl)cc1
  0.8	1	6	-5	-10	1	-5	17	1	0.9
CCCCN(CC)CCCNC(=O)Cn1nc(Cc2cccnc2)c2ccccc2c1=O
  1	1	-3	0	-2	0.9	-4	3	1	1
c1ccc2c(c1)N1CCCN=C1N2CCN1CCCCC1
  1	1.1	-2	-4	-6	1.1	-3	-2	1	1
COc1ccc(C(=O)Nc2nc3ccccc3[nH]2)cc1S(=O)(=O)N1CCCC1
  1.1	1.1	-23	-4	-6	0.9	59*	-7	1	1.2
CCSc1nnc(NC(=O)c2ccc3c(c2)OCO3)s1
  0.9	0.9	13	0	-12	0.9	1	6	1	0.9
Cc1c(NC(=S)NC(=O)Cc2ccccc2)cccc1C(=O)O
  0.8	1	-3	-4	-16	1	-6	15	1	1
O=C(COc1ccc(Cl)cc1[N+](=O)[O-])N1CCCCCC1
  1	1.1	3	-6	-13	1	2	2	1.1	1
COc1cccc(/C(O)=C2/C(=O)C(=O)N(CCCN3CCOCC3)C2c2ccncc2)c1 (configuration not stated)
  0.9	1.1	-1	-5	-4	1.1	-7	6	1.1	1
COc1ncnc2c1NC(=O)CS2
  0.8	0.9	6	-7	-12	1	-5	18	1.1	0.9
COC(=O)c1ccc(-n2nc(C(F)(F)F)c3c2-c2ccoc2CC3)cc1
  0.8	0.7	12	-2	-10	0.9	6	21	1	0.9
O=C(NCc1ccco1)c1cc([N+](=O)[O-])ccc1N1CCCCC1
  1	1.1	-7	7	2	1.1	11	-1	0.9	1.1
CC(C)CNC(=O)c1cccc(NC(=O)CSc2ccccc2)c1
  0.9	1	2	-3	-10	0.9	1	13	1	1
Cc1noc(C)c1COC(=O)C(c1ccccc1)c1ccccc1
  0.8	0.9	-16	-2	1	1.1	-8	15	1	1.2
Cn1c(=S)[nH]c2[nH]c(=O)cnc2c1=O
  1	1.2	10	-6	-9	1.1	12	0	1.1	0.9
Cc1occc1C(=O)N/N=C/c1cccnc1
  1	1	-2	-3	0	0.8	-1	4	1	1
CCOC(=O)CSc1cc(CS(=O)c2ccc(Cl)cc2)nc(-c2ccccc2)n1 (configuration not stated)
  0.8	0.9	10	6	1	0.9	-3	19	0.9	0.9

Given comma-delimited: 2 of the compounds above.
Structure,Diaphorase act,PMI act satM6P,bIAP inh,TNAP inh hi DEA,TNAP inh no acc,PMI act,Lmaj promast,Diaphorase inh,TNAP act hi DEA,bIAP activator
Cc1noc(C)c1COC(=O)C(c1ccccc1)c1ccccc1,0.8,0.9,-16,-2,1,1.1,-8,15,1,1.2
Cn1c(=S)[nH]c2[nH]c(=O)cnc2c1=O,1,1.2,10,-6,-9,1.1,12,0,1.1,0.9

(cont.)
Values run as follows: Diaphorase act	PMI act satM6P	bIAP inh	TNAP inh hi DEA	TNAP inh no acc	PMI act	Lmaj promast	Diaphorase inh	TNAP act hi DEA	bIAP activator
O=C(C1CC(c2cccc(Br)c2)=NO1)N1CCc2ccccc2C1 (configuration not stated)
  0.9	0.9	8	-4	-10	1	-4	6	1	0.9
CCC(CC)C(=O)Nc1c2cnn(-c3ccccc3)c2nc(=O)n1-c1ccccc1
  0.9	1.1	7	-3	2	1.2	-7	7	1	0.9
COc1ccc(CC(CC(=O)O)C(=O)Nc2ccc(OC)cc2)cc1 (configuration not stated)
  0.9	1.1	4	-4	-15	1	-9	12	1	1
C#CCNC(=O)C1=C[C@@H](c2cn(C(C)=O)c3ccccc23)C[C@@H](OCCCCO)O1
  0.7	0.8	2	-8	-12	0.9	-6	29	1.1	1
COc1ccc(CCC(=O)OCC(=O)c2ccc(C)cc2)cc1
  0.8	1	13	-4	9	1	-1	15	1	0.9
COCc1[nH]nc2c1C(c1ccccc1F)C(C#N)=C(N)O2 (configuration not stated)
  0.9	0.9	4	-2	-7	1	30	11	1	1
Cc1cc2ccccc2c(=O)n1CC(=O)NCC1COc2ccccc2O1 (configuration not stated)
  0.9	1	8	-6	-10	1	-2	15	1.1	0.9
Cc1ccnc2nc(C(=O)Nc3nnc(-c4ccccc4)o3)nn12
  0.6	1	-9	0	52*	1.1	-14	37	1	1.1
COc1ccc(NC(=S)Nc2cccc([N+](=O)[O-])c2)cc1
  1.1	1.1	5	3	1	1	87*	-8	1	1
Cc1cc(SCC(=O)Nc2cccc(S(N)(=O)=O)c2)c(C)cc1Br
  0.8	1	7	31	15	1	14	16	0.7	0.9
O=C(Nc1ccccc1Cc1ccccc1)c1oc2ccccc2c1COc1ccccc1
  0.9	1	6	-2	-6	1	2	13	1	0.9
COCCNC(=O)c1cc(-c2cccs2)on1
  0.9	0.9	9	0	-7	0.9	-12	14	1	0.9
Cc1cccc(Nc2nc(N)nc(CN3CCN(C)CC3)n2)c1
  1.1	1	-3	-4	-9	1	-5	-10	1	1
CCCNC(=O)COC(=O)c1ccccc1OCC(=O)Nc1ccc(Br)cc1
  1.1	1.1	3	-1	-7	1.1	-3	-8	1	1
Cc1ccc(NC(=O)COc2ncnc3sccc23)cc1S(=O)(=O)N(C)C
  1	0.9	-25	0	-7	1	6	4	1	1.3
CCC(C)[C@H](NC(=O)OC(C)(C)C)C(=O)N/N=C/c1cccc2nccnc12 (some centres not stated)
  1	1.1	-9	4	1	1.1	1	2	1	1.1
c1ccc(CN2CCN(Cc3nnc(-c4ccccc4)o3)CC2)cc1
  1	1.1	0	-1	-15	1.1	80*	-2	1	1
